HEK293 viab = cell viability loss counter-screen; HEK-293-SNCA-luc viability, GF-AFC fluorescence, 24 h; Potency, µM (top dose mostly 57.1 µM), without a hit: at the top dose activity change, negative = cytotoxicity, most hits filed as cytotoxic; actives 0.12% (n = 150,000); AID 1671193;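 further: potency means the concentration at half of the fitted maximal effect; 0% = DMSO-treated cells and -100% = medium-only wells without cells; nearly all actives have a fitted effect of over 30% in size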
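Cytotoxicity counterscreen: after 24 h compound treatment of genome-edited SNCA-luciferase HEK-293 cells, live-cell protease substrate GF-AFC read by fluorescence after 30 min; activity scaled between DMSO (0%) and medium-only (-100%), curves Hill-fitted.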
GPT2 inhibitor = inhibitors of human GPT2 alanine aminotransferase. actives 0.25% (n = 100,000). AID 1671188. Potency, µM (series often up to 57.7 µM), for inactives: at the top dose activity change, negative = inhibition, hits mostly inhibitors. Q8TD30. Recombinant GPT2, coupled pyruvate oxidase/HRP Amplex Red fluorescence; further: potency means the concentration at half of the fitted maximal effect; nearly all actives have a fitted effect of over 60% in size; many of its hits are not listed in these tables
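Recombinant GPT2 (10ng/uL) with 250uM a-KG and 2mM L-alanine, 30 min at room temperature, in HEPES pH 7.5 buffer. Pyruvate detected by pyruvate oxidase/HRP/Amplex Red fluorescence after 30 min in the dark; AOA (50uM) as positive control.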
NIH3T3 tox = NIH 3T3 cell cytotoxicity | NIH 3T3 viability, CellTiter-Glo ATP luminescence, 48-72 h | Potency, µM (titrated, usually from 96.7 µM), for inactives: at the highest dose activity change, negative = cytotoxicity, hits mostly inhibitors | actives 4.3% (n = 94,000) | AID 1345082; further: potency means the concentration at half of the fitted maximal effect; nearly all actives have a fitted effect of over 55% in size
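ATP-dependent luminescence (CellTiter-Glo) served as the viability signal for NIH 3T3 cells treated with compound for 48 or 72 hr at 37 °C.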
HEK293 tox = HEK 293 cell cytotoxicity. HEK 293 viability, ATP luminescence (CellTiter-Glo), 48-72 h. Potency, µM (titrated, usually from 115 µM), for the others: at the top dose activity change, negative = cytotoxicity, actives largely listed as inhibitors. actives 6.6% (n = 94,000); further: potency means the concentration at half of the fitted maximal effect; nearly all actives have a fitted effect of over 60% in size
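Viability of HEK 293 cells, plated at 250 cells/well, was judged by cellular ATP after compound treatment for 48 or 72 hr. Luminescence was imaged 10 min after CellTiter-Glo addition at room temperature.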
SNCA expr inh = SNCA gene expression inhibition. HEK-293 SNCA-luciferase knock-in, luminescence, 24 h. actives 0.17% (n = 140,000). Potency, µM (highest dose often 57.2 µM), for inactives: at the highest dose activity change, negative = inhibition, most hits filed as inhibitors;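 further: potency means the concentration at half of the fitted maximal effect; plate controls were DMSO cells for no effect and cell-free wells for full effect; nearly all actives have a fitted effect of over 45% in size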
FLuc inh = blocks purified firefly luciferase enzyme activity; P08659; purified P. pyralis luciferase, luminescence, biochemical; Potency, µM (doses to about 115 µM), without a hit: at the highest dose activity change, negative = inhibition, actives largely listed as inhibitors; actives 2.5% (n = 76,000); AID 1347043; further: potency means the concentration at half of the fitted maximal effect; nearly all actives have a fitted effect of over 65% in size
Target sequence (P08659 whole entry, looked up): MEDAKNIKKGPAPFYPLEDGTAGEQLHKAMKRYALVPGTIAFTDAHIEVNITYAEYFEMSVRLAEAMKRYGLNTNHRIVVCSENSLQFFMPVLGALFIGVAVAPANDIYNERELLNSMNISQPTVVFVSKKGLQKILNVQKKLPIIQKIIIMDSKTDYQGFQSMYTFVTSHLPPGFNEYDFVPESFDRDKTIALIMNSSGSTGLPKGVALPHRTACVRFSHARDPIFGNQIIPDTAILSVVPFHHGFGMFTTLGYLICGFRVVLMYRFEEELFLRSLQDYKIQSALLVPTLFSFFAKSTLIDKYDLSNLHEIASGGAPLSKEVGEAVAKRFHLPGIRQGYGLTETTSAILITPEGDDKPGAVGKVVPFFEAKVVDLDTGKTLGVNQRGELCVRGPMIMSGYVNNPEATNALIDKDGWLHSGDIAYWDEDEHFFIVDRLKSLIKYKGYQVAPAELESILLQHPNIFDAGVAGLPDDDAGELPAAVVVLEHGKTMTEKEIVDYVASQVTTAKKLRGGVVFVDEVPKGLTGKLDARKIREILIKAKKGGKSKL
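Biochemical qHTS: compound (6-point titration) added to 10uM D-luciferin plus 10uM ATP in Tris acetate pH 7.5 buffer with Mg, Tween-20 and BSA, then purified enzyme at 10nM; light output imaged.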
IP6K1 inhibitor = blocks human inositol hexakisphosphate kinase 1. Q92551. IP6K1 kinase, ADP-Glo luminescence, 2 h; stronger effect = lower value. activity change, % (series mostly up to about 58 µM). actives 0.81% (n = 140,000); in the data active means activity change below about -25%
Target sequence (Q92551 whole entry, looked up): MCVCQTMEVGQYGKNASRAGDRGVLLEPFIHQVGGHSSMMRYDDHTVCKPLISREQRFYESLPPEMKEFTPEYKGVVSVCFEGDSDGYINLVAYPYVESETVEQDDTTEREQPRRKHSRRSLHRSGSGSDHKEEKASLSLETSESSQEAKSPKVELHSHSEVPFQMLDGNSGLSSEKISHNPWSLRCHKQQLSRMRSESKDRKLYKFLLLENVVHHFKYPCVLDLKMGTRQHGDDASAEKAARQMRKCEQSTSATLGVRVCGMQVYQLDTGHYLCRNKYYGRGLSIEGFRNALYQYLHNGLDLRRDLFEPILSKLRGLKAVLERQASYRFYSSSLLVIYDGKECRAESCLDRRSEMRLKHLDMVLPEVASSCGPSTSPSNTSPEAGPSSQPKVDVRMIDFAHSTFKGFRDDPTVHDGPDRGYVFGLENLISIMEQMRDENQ
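ADP-Glo luminescence measures ADP made by human IP6K1 during a 2 h RT reaction with ATP/IP6 (mix at 1.3 mM/130 uM); top library doses 57.5 and 19.1 uM final.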
* hit, by the source's call; i = inactive; ? = inconclusive; / = no result given; [ ] = dose if it differs, or a comment. Unless noted, the call rests on the fitted dose curve; in most records, active means well fitted curve in the direction sought with a large enough effect; inconclusive means small, poorly fitted or top-dose-only effect, or another doubt; inactive means no such curve, though single readings can be large; an effect the other way counts as inactive or inconclusive. Unless noted, on the % scale 0 is the no-effect control and ±100 the full control effect. These rows are one share of the data, so the mix of outcomes need not match the whole.

item | structure | HEK293 viab | GPT2 inhibitor | NIH3T3 tox | HEK293 tox | SNCA expr inh | FLuc inh | IP6K1 inhibitor
1 | COCC(=O)NC1CCc2nnc(C3CC3)n2CC1 (stereo unspecified) | 1% | i | -3% | -4% | -14% | -7% | -8
2 | C=C(C)[C@H]1CC[C@]2(C(=O)O)CC[C@]3(C)C(CCC4[C@@]5(C)CCC(=O)C(C)(C)C5CC[C@]43C)C12 (stereo partly specified) | -36%[23.9 µM] | i | / | / | / | / | 9
3 | O=C(CC(c1cccs1)N1Cc2ccccc2C1=O)Nc1ccc(F)cc1 (stereo unspecified) | 7% | / | / | / | -12% | / | 16
4 | COc1ccc(C)cc1NC(=O)c1cn(C)c(=O)c2cc(OC)c(OC)cc12 | 5% | / | / | / | -14% | / | 14
5 | COc1ccccc1-c1ccc(C(=O)N2CCC(NC(=O)c3ccccc3)CC2)cc1 | 1%[12.5 µM] | -1% | ? | ? | -17% | / | 8
6 | Cc1oc(-c2cccc(Cl)c2)nc1Cn1c(SCc2ccc(F)cc2)nc2cccnc21 | -2% | / | / | / | 11% | / | 15
7 | CC1=CC(=O)c2ccccc2C1=O | 0% | ? | / | / | -10% | / | 12
8 | O=C(NC1CCCN(c2ccnc3ccnn23)C1)c1cccc(Br)c1 (stereo unspecified) | -14%[87.6 µM] | -8%[88.5 µM] | ? | 79µM* | 5%[87.6 µM] | / | -2
9 | Cc1ccsc1CN1CCc2nc(N3CCN(c4ccccc4F)CC3)ncc2C1 | 2% | / | / | / | 33%[activator] | / | 5
10 | CCOc1ccc(CC(=O)N2CCCN(C(=O)C3CC3)c3ccccc32)cc1 | 10% | -8% | -15% | ? | -16% | -7% | 4
11 | O=C(NCC1CCOCC1)Nc1cccc(F)c1 | 9% | i | i | 11% | -9% | -9% | 18
12 | Cc1ccc(CN(Cc2ccco2)C(=O)c2ccc(OCC(C)C)cc2)cc1 | 17% | / | / | / | -10% | / | -14
13 | O=C1NC(=NC2CCCC2)C2(CCN(CC3CCCCC3)CC2)N1c1cc(F)cc(F)c1 | 3% | i | -13% | -23% | -25% | / | -3
14 | COc1ccc(S(=O)(=O)c2nnn(-c3cc(Cl)c(OC)cc3OC)c2C)cc1 | -24% | / | / | / | -16% | / | 35
15 | CCCCCC(=O)N1C[C@H](C(=O)NC)[C@H]2c3ccccc3N(CC3CC3)C(=O)[C@]21C | 8%[23.9 µM] | i | ? | -4%[57.5 µM] | -15%[25.6 µM] | / | -12
16 | O=C(c1ccc2c(c1)OCO2)N1CCCC(n2cc(-c3nc(C4CC4)no3)nn2)C1 (stereo unspecified) | 4% | 1% | ? | ? | -23% | 13% | -9
17 | COc1ccc(-c2cccc(C(=O)NCC(F)F)c2)nn1 | / | / | -21%[138 µM] | -7%[172 µM] | / | / | 10
18 | COc1ccc(Cc2nc3nccc(-c4ccsc4)n3n2)cc1 | -2% | i | -23% | -17% | 47%[activator] | -14% | -11
19 | Cc1cccc(-c2nc3scc(CCNC(=O)c4ccc(Br)o4)n3n2)c1 | -23% | / | / | / | -22% | / | -4
20 | CCC(Sc1nc2cc3c(cc2c(=O)n1CCCC(=O)NCc1ccc2c(c1)OCO2)OCO3)C(=O)NCCCOC (stereo unspecified) | -5% | / | / | / | 26% | / | 6
21 | O=C(Nc1ccc(C(F)(F)F)cc1)N1CCC2(CC1)C(=O)NCN2Cc1ccc(Cl)cc1 | 7% | -24% | ? | ? | -12% | -6% | 1
22 | O=C(C1CC1)N1CCc2nc(C3CC3)nc(-c3ccc(O)cc3)c2CC1 | -11% | -23% | -12% | -21% | 20% | / | 6
23 | COc1cc(C(CC(=O)Nc2ccc(Br)cn2)N2Cc3ccccc3C2=O)cc(OC)c1OC (stereo unspecified) | 2% | / | / | / | 10% | / | -22
24 | COCCCNC(=O)c1ccc2oc(-c3cccnc3)nc2c1 | 8%[87.6 µM] | i | -6%[138 µM] | -3%[172 µM] | 28%[87.6 µM] | / | -13
25 | O=C(c1ccccc1F)N1CCCC(C(=O)N2CCC(N3CCOCC3=O)CC2)C1 (stereo unspecified) | 2% | 4% | -10% | -13% | -24% | / | 15
26 | CC(=O)Nc1ccc(S(=O)(=O)NCC2CCC(C(=O)NCc3ccccc3Cl)CC2)cc1 (stereo unspecified) | -8% | / | / | / | 2% | / | 20
27 | O=C(C1CCCN(S(=O)(=O)c2cccc3nonc23)C1)N1CCN(c2ccccc2Cl)CC1 (stereo unspecified) | -2% | / | / | / | -26% | / | -5
28 | O=C(O)c1ccc(CN2C[C@@H]3OCC(=O)N(Cc4cccnc4)[C@@H]3C2)cc1 | -7%[87.6 µM] | ? | 0%[174 µM] | 3%[172 µM] | 3%[87.6 µM] | -8%[172 µM] | 10
29 | Cc1ccc(C)c(C(=O)N[C@@H]2CN(c3ncccn3)C[C@H]2CN(C)C)c1 | -2% | 5% | -8% | 0% | -1% | 4% | 24
30 | COc1ccc(CCNC(=O)c2cc(C)nc3c2c(C)nn3-c2ccccc2)cc1OC | 10% | / | / | / | -10% | / | 0

The listing continues.
item | structure | HEK293 viab | GPT2 inhibitor | NIH3T3 tox | HEK293 tox | SNCA expr inh | FLuc inh | IP6K1 inhibitor
31 | CCCN1C(=O)CN(C2CCCCC2)C(=O)C1c1ccc(OC)c(OC)c1 (stereo unspecified) | -5% | / | / | / | -3% | / | 17
32 | COc1ccc(C)cc1NC(=O)CN1CCN(CC(=O)Nc2ccccc2F)CC1 | -10% | / | / | / | -11% | / | 7
33 | CC(=O)NC1(C)CCN(Cc2ccc(-c3ccc4ccccc4c3)cc2)C1 (stereo unspecified) | -10%[87.6 µM] | 4%[88.5 µM] | 25µM* | 28µM* | ? | ? | -1
34 | CCCOC(=O)N1CCCC(c2nnc(CN3CCOCC3)n2C)C1 (stereo unspecified) | 4% | 3% | -22% | -15% | -15% | 4% | 4
35 | COCCOCC(=O)NCC12CCCC=C1NC(=O)CC2 (stereo unspecified) | 14% | -15% | -1% | i | 1% | -6% | -4
36 | CC(C)Nc1ncnc2c1CN(C1CCNC1)C(=O)CN2C (stereo unspecified) | 4% | i | -7% | 1% | -2% | / | -12
37 | Cc1noc(C)c1[S+](=O)([O-])N1CCC2(CC1)CC(=O)c1ccc(Cl)cc1O2 | -6% | -1% | ? | ? | -7% | 7% | -7
38 | Cc1noc2c(-c3ccc4c(ccn4C)c3)cc(-c3cccnc3)nc12 | -6%[87.6 µM] | -15%[88.5 µM] | ? | ? | -12%[87.6 µM] | -23%[172 µM] | 4
39 | COc1ccc2ccccc2c1CCNC(=O)CC1C(=O)NCCN1C(C)C (stereo unspecified) | -12% | -2% | -7% | -12% | -9% | 1% | -10
40 | O=C1CC(c2ccccc2)N(C(=O)CNC(=O)c2nccc3ccccc23)CCCCCCN1 (stereo unspecified) | -12% | i | ? | ? | 13% | -11% | 7
41 | Cc1ccc2c(C(=O)N3CCN(c4ccccc4)CC3)cc(NC(=O)C(C)C)cc2n1 | -4% | i | -5% | ? | ? | -17% | 27
42 | O=C(C1CCC1)N1c2ccccc2CC1c1noc(C2CCOCC2)n1 (stereo unspecified) | 5% | 1% | -15% | ? | 47%[activator] | 1.8µM* | 10
43 | O=C1c2[nH]nc(-c3ccccc3O)c2C(c2ccc(F)cc2)N1CCO (stereo unspecified) | 3% | / | / | / | ? | / | 8
44 | CCOc1cc(=O)n2c(c1C(=O)NCCc1ccccc1)CCCCC2 | -5% | 3% | -2% | -18% | 67%[activator] | -25% | 7
45 | CCC1Oc2ccc(NS(=O)(=O)c3ccc(C)c(F)c3)cc2CN(Cc2ccc(OC)cc2)C1=O (stereo unspecified) | -3% | -20% | 25µM* | ? | 35%[activator] | -27% | 9
46 | COc1cccc(C(=O)Nc2nnc(S(=O)(=O)N3CCCc4ccccc43)s2)c1 | 0% | / | / | / | -8% | / | 11
47 | COc1cc(C2c3c(-c4ccccc4O)n[nH]c3C(=O)N2CCO)ccc1OCC(C)C (stereo unspecified) | ? | / | / | / | ? | / | 8
48 | Cc1cccc(-c2cccc(CN3CCCC(C(=O)NCC(F)F)C3)c2)c1 (stereo unspecified) | -3% | 3% | ? | ? | -15% | / | -7
49 | CC(=O)Nc1ccc(C(=O)N2CCC3(CC2)N=C(c2ccc(Cl)cc2)NO3)cc1 | 4% | i | -19% | ? | -15% | -1% | -1
50 | COc1ccc([C@H]2C[C@@H](O)[C@@H](O)[C@@H]2NCc2cn(C)c3ccccc23)cc1 | ? | -6%[88.5 µM] | 89µM* | ? | -15%[87.6 µM] | 3%[172 µM] | 7
51 | Cc1ccc(CS(=O)(=O)NC2CCc3n[nH]c(=O)n3CC2)cc1C (stereo unspecified) | 9% | -20% | 4% | -5% | 3% | -7% | -3
52 | COc1cccc(-c2ccc(COc3ccc4c(cnn4CCC(=O)O)c3)cc2)c1F | 3%[87.6 µM] | -12%[88.5 µM] | -25%[138 µM] | ? | 28%[87.6 µM] | ? | -13
53 | COc1cc(-c2cc3c(nc2OC)nc(CC2CC2)n3C)ccn1 | -4%[87.6 µM] | i | ? | ? | 120%[activator][87.6 µM] | -30%[172 µM] | 5
54 | O=C(NCc1ccc(F)cc1)c1cc(-c2ccc(Cl)cc2Cl)c2cccn2n1 | 3% | -10% | -29% | ? | -7% | / | -6

Quoted from the entries so far, eight compounds:
item | structure | HEK293 viab | GPT2 inhibitor | NIH3T3 tox | HEK293 tox | SNCA expr inh | FLuc inh | IP6K1 inhibitor
40 | O=C1CC(c2ccccc2)N(C(=O)CNC(=O)c2nccc3ccccc23)CCCCCCN1 (stereo unspecified) | -12% | i | ? | ? | 13% | -11% | 7
41 | Cc1ccc2c(C(=O)N3CCN(c4ccccc4)CC3)cc(NC(=O)C(C)C)cc2n1 | -4% | i | -5% | ? | ? | -17% | 27
42 | O=C(C1CCC1)N1c2ccccc2CC1c1noc(C2CCOCC2)n1 (stereo unspecified) | 5% | 1% | -15% | ? | 47%[activator] | 1.8µM* | 10
43 | O=C1c2[nH]nc(-c3ccccc3O)c2C(c2ccc(F)cc2)N1CCO (stereo unspecified) | 3% | / | / | / | ? | / | 8
44 | CCOc1cc(=O)n2c(c1C(=O)NCCc1ccccc1)CCCCC2 | -5% | 3% | -2% | -18% | 67%[activator] | -25% | 7
45 | CCC1Oc2ccc(NS(=O)(=O)c3ccc(C)c(F)c3)cc2CN(Cc2ccc(OC)cc2)C1=O (stereo unspecified) | -3% | -20% | 25µM* | ? | 35%[activator] | -27% | 9
46 | COc1cccc(C(=O)Nc2nnc(S(=O)(=O)N3CCCc4ccccc43)s2)c1 | 0% | / | / | / | -8% | / | 11
47 | COc1cc(C2c3c(-c4ccccc4O)n[nH]c3C(=O)N2CCO)ccc1OCC(C)C (stereo unspecified) | ? | / | / | / | ? | / | 8

Bioassay records deposited in PubChem BioAssay by National Center for Advancing Translational Sciences (NCATS).
